# Yeast lifespan up: extends the lifespan of yeast | inhibition of the nicotinamide effect, % at 10 µM | 130,000 compounds, 0.68% hits | AID 775 | S. cerevisiae growth with nicotinamide, OD615; deaD strain in restrictive glucose medium;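 active means inhibition above a set limit, placed 3 SD over the median of all compounds, cut at about 26% in these data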;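 further: 0% = nicotinamide-treated wells and 100% = cells grown without nicotinamide; some compounds called inactive have numbers as strong as hits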
#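 Measured by: optical density (absorbance) at 615 nm; System: modified budding yeast, DeaD strain; Medium: restrictive CSMM-D dextrose medium; Timing: 4 h preincubation then 48 h treatment at 30 °C.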
# BB579 growth dn: reduces growth of yeast BB579 in restrictive medium; S. cerevisiae BB579 growth, OD615, 48 h; inhibition, % at 10 µM; 140,000 compounds, 0.51% hits;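 active means inhibition above a set limit, 3 SD over the mean compound inhibition, cut at about 44% in these data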; further: inactives centre near -24
#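 System: DeaD yeast strain BB579; buffer or medium: CSMM-D dextrose restrictive medium; technique: OD at 615 nm; schedule: 4 h cell preincubation, 48 h compound exposure, 30 °C humidified; doses: single 10 µM dose; controls: amphotericin B 10 µg/mL, positive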
# NPY-Y2 antag: NPY-Y2 (human) receptor antagonism | NPY-Y2 expressing cells, antagonist mode | 140,000 compounds, 0.99% hits | inhibition, % at 2.7 µM; in the data active means inhibition above about 17%;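 further: 0% = vehicle with agonist challenge and 100% = reference antagonist with challenge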
# Target sequence (P49146 whole entry, looked up): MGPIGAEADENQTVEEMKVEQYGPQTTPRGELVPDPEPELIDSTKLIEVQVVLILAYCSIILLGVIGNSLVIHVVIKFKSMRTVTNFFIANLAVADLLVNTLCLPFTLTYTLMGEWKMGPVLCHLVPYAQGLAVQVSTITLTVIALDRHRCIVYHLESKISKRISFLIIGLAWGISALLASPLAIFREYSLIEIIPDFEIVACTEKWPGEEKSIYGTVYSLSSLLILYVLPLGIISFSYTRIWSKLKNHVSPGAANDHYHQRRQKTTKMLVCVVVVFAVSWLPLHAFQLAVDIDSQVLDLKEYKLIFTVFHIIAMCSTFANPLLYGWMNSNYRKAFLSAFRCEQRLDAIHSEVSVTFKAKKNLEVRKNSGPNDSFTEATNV
# Phagocyt inh: macrophage phagocytosis inhibition; 110,000 compounds, 0.07% hits; inhibition, % at 5 µM; J774A.1 macrophage IgG-bead phagocytosis, imaging;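 active means inhibition above the mean of the plate negative controls plus 5 SD, cut at about 13% in these data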;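 further: phagocytic index as fraction of beads internalized from green versus red external bead signal; plate controls were DMSO negative control for no effect and cytochalasin-D positive control for full effect; some results beyond the cut were filed as inactive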
# MRP-1 activ: MRP-1 activation. H69AR cells + doxorubicin, viability rescue, CellTiter-Glo. viability increase, % at 10 µM. 140,000 compounds, 0.61% hits;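 active means viability gain under doxorubicin at or above a set limit, the compound median plus 3 SD, cut at about 4.7% in these data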;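 further: MRP-1 overexpressing cells given doxorubicin 25 µM after compound pretreatment; 18-22 h compound pretreatment then 72 h with doxorubicin before readout; 0% = doxorubicin-only wells and 100% = vehicle-treated cells without doxorubicin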
# bCat KO growth: beta-catenin-lacking colon tumor cell growth suppression; HCT116 beta-catenin knockout viability, CellTiter-Glo, 60 h; active compounds read low; viability, % at 10 µM; AID 818; 140,000 compounds, 1.5% hits;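 active means viability at or under a set limit, the compound median less 4 SD, cut at about 6% in these data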;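 further: 0% = Hyamine 1622 control at 20 µM and 100% = untreated cell control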
# Measles CPE: protection of cells from measles virus. Measles virus-infected cells, CPE protection, absorbance. protection (pct of control), % at 4 µM. 140,000 compounds, 1.5% hits. AID 841; in the data active means protection mostly above about 24%, no sharp cut-off; inactive means mostly below about 26%; further: some compounds called inactive have numbers as strong as hits
# GALR2 antag: GALR2 (human) receptor antagonism; O43603; GALR2-expressing cells, antagonist mode; inhibition, % at 4 µM; 140,000 compounds, 0.39% hits; AID 828; in the data active means inhibition above about 27%;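 further: cells stimulated with galanin 1-16 at roughly its EC80; 0% = agonist challenge control and 100% = basal control without agonist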
# Target sequence (O43603 whole entry, looked up): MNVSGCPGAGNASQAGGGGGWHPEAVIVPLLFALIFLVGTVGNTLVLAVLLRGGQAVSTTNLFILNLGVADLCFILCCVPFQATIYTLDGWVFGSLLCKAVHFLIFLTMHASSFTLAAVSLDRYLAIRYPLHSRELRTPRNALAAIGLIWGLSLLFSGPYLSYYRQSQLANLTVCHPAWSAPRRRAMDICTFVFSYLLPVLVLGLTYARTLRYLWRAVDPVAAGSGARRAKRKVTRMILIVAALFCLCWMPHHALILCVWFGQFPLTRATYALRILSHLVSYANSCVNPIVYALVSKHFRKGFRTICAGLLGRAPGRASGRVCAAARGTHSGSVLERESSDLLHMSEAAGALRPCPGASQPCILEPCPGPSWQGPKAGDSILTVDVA
# PTEN del growth: PTEN-deleted cell growth suppression. HCT116 PTEN-null viability, CellTiter-Glo, 60 h; active compounds read low. viability, % at 10 µM. 140,000 compounds, 1.2% hits. AID 827;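 active means viability at or below a set limit, 4 SD under the median of all tested compounds, cut at about 3.7% in these data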;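 further: PTEN knockout HCT116 line with beta catenin targeted HCT116 as companion control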
# E-sel TNF inh: TNF alpha driven E-selectin expression inhibition; HUVEC TNFa-induced E-selectin immunofluorescence, high content; inhibition, % at 2 µM; 120,000 compounds, 0.71% hits; AID 1246;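 active means inhibition above the batch mean plus 3 SD, and confirmed as a hit on visual image review, cut at about 43% in these data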;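 further: 0% = TNF-stimulated DMSO wells and 100% = unstimulated control wells; not every result past the cut was called active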
# The depositor's hits bear a star; · = not tested or not shown; & = joins results of further samples.
SMILES,Yeast lifespan up,BB579 growth dn,NPY-Y2 antag,Phagocyt inh,MRP-1 activ,bCat KO growth,Measles CPE,GALR2 antag,PTEN del growth,E-sel TNF inh
COCc1cc(C)nc2sc(C(=O)N3CCCC3)c(N)c12,-10,16,0,3,-0.1,107,9,0,115,-23
Cc1cc(Br)cc2c(C(=O)Nc3c(C)n(C)n(-c4ccccc4)c3=O)cc(-c3cccs3)nc12,11,-69,0,0,-1.0,55,7,7,60,-14
CC(=O)NNc1cc(=O)c2c(=O)n(C)c(=O)n(C)c2[nH]1,11,-16,2,-1,-1.5,91,22,5,96,-7
O=C(CN1C(=O)NC2(CCCCCCC2)C1=O)N1CCc2ccccc2C1,-3,-32,3,-1,-2.2,94,2,0,79,-1
O=C(C(=O)N1CCCc2ccccc21)N1CCCc2ccccc21,1,-8,3,·,-1.7,101,10,3,91,·
CC1CCN(C(=O)c2scc3c2OCCO3)CC1,-3,-19,1,0,-1.4,100,6,-6,102,·
COc1cc(C(=O)NCCC(=O)NCCc2ccc(Cl)cc2)cc(OC)c1OC,-2,-43,2,-5,0.9,90,5,-7,91,0
Cc1ccn2cc(CSc3ccccc3)nc2c1,-13,-5,4,0,-0.2,98,20,-5,92&92,2
NS(=O)(=O)c1cccc(NC(=O)COC(=O)/C(=C/c2cccs2)c2cccs2)c1,-1,-14,3,-7,-2.6,74,15,17,74,0
S=C1NC(c2ccccc2)=NCN1c1ccc(Cl)cc1,4,-34,1,-2,-1.9,73,6,1,71,-8
COc1cc(NS(=O)(=O)c2ccc(NC(C)=O)cc2)cc(OC)c1,-3,-29,0,-1,-0.3,69,12,9,68,-19
O=C(NC(=Nc1nc2ccccc2o1)NC(=O)c1ccccc1)c1ccccc1,-1,-20,1,-3,-0.5,91,14,4,102,16
COc1cccc(N(C(=O)C2COc3ccccc3O2)C(C(=O)NC2CCCCC2)c2ccc(O)cc2)c1 (stereo unspecified),-3,-6,8,-6,3.4,63,26,2,57,3
CCn1c(=O)n(CC(=O)NCc2ccccc2OC)c(=O)c2ccccc21,-8,-50,1,-5,-1.1,116,12,8,107,-22
CCc1ccc2nc(NC(=O)CSCc3c(C)noc3C)sc2c1,·,-38,4,·,2.5,82,6,-5,83,1
C/C(=N\Nc1ccc([N+](=O)[O-])cc1)c1ccco1,-7,-12,0,2,0.5,91,5,26,104,·
CC(C)CNC(=O)COC(=O)c1ccc(Cl)c(S(N)(=O)=O)c1,-2,-25,1,·,-2.7,100,3,-13,96,-17
Cc1cc2c(c(=O)o1)C(c1cccs1)C(C#N)=C(N)O2 (stereo unspecified),11,-7,3,-9,0.4,97,11,8,101,·
O=c1[nH]c(NC2CCCCC2)nnc1Cc1ccccc1,1,-18,2,-1,-2.9,92,19,-3,96,·
COc1cc2c(cc1OC)C(c1ccc(C)o1)CC(=O)N2 (stereo unspecified),1,-24,6,-1,-4.4,92,9,12,77,-6
COc1ccc(N2C(=O)CC(Nc3ccc(N4CCOCC4)cc3)C2=O)c(OC)c1 (stereo unspecified),-13,-50,-2,·,-1.4,103,22,9,111,1
CCCCc1ccc(N2C(=O)[C@@H]3C(CC(N)=O)NC4(C(=O)Nc5ccc(F)cc54)[C@@H]3C2=O)cc1 (stereo partly specified),-14,-9,2,1,-1.5,96,7,-2,88,-1
O=C(Nc1cc(Cl)ccc1Cl)c1ccc(-c2ccccc2)cc1,-3,-20,8,-4,-3.0,86,3,-5,95,-18
CCOC(=O)c1ccc(N/C=C/C(=O)c2ccco2)cc1,-8,-1,5,0,-3.9,60,5,-9,59,-2
O=C(CSc1cccs1)Nc1cccc2ccccc12,-4,-36,1,-9,-2.9,94,22,-1,92,-1

# An excerpt of these results, bar-delimited:
Structure | Yeast lifespan up | BB579 growth dn | NPY-Y2 antag | Phagocyt inh | MRP-1 activ | bCat KO growth | Measles CPE | GALR2 antag | PTEN del growth | E-sel TNF inh
Cc1cc2c(c(=O)o1)C(c1cccs1)C(C#N)=C(N)O2 (stereo unspecified) | 11 | -7 | 3 | -9 | 0.4 | 97 | 11 | 8 | 101 | ·
NS(=O)(=O)c1cccc(NC(=O)COC(=O)/C(=C/c2cccs2)c2cccs2)c1 | -1 | -14 | 3 | -7 | -2.6 | 74 | 15 | 17 | 74 | 0
CCn1c(=O)n(CC(=O)NCc2ccccc2OC)c(=O)c2ccccc21 | -8 | -50 | 1 | -5 | -1.1 | 116 | 12 | 8 | 107 | -22

# (listing goes on)
SMILES,Yeast lifespan up,BB579 growth dn,NPY-Y2 antag,Phagocyt inh,MRP-1 activ,bCat KO growth,Measles CPE,GALR2 antag,PTEN del growth,E-sel TNF inh
Cc1ccc2c(C)c(C(=O)Nc3nnc(C)s3)oc2c1,·,-2,4,0,-2.0,85,2,16,92,-77
CC1(C)CC(=O)C2=C(C1)N(CCN1CCOCC1)C1=C(C(=O)CC(C)(C)C1)C2c1cccc(F)c1,-12,-19,1,0,-1.5,96,7,7,84,·
CN1CCN(/C=N/C2=C(C#N)C(c3ccccc3)C3=C(CC(C)(C)CC3=O)O2)CC1 (stereo unspecified),-22,-68,0,·,-3.3,105,7,0,101,-3
O=C(CCCSc1nc2sc3c(c2c(=O)[nH]1)CCC3)NCCO,-6,-29,6,0,0.8,95,14,-9,103,-24
COc1ccccc1-n1c(CNC(=O)c2ccc(S(=O)(=O)N3CCOCC3)cc2)n[nH]c1=S,-8,-29,1,1,-0.5,108,10,-3,110,-22
CC(=O)Oc1ccc2c(=O)c(Oc3ccccc3)c(C)oc2c1OC(C)=O,13,-6,1,·,0.4,62,3,-1,52,25
C1=C(c2ccccc2)CCN(c2ncnc3nc[nH]c23)C1,-17,-57,1,0,-1.3,87,4,24,89,3
CCN(C(=O)COC(=O)c1ccc(OCc2c(C)noc2C)cc1)c1ccccc1,4,-29,0,1,0.0,97,4,8,96,6
COc1ccc2cc3c(N)nn(C(=O)c4cccc([N+](=O)[O-])c4)c3nc2c1,0,-19,2,-12,-0.7,68,3,-2,79,·
CCCS(=O)(=O)N1CCN(S(=O)(=O)c2ccccc2)CC1,-8,-7,-4,0,-0.6,91,2,1,94,-4
O=[N+]([O-])c1ccc(CSc2nnc(Cc3ccccc3)n2-c2ccc(F)cc2)cc1,16,-31,5,·,-1.9,70,9,7,74,·
C/C(=N\OCC(=O)Nc1ccc2c(c1)OCCO2)c1ccc2c(c1)OCCO2,-5,0,4,-8,-0.6,95,35,-1,98,13
CCOC(=O)c1c(C)nc2c(c1-c1ccc(OC)c(OC)c1)C(=O)c1ccccc1-2,1,-24,0,-1,-3.5,91,11,15,93,·
CN1Cc2cc(C(=O)c3cc(Cl)cc(CSc4ncccn4)c3O)cnc2NC1=O,25,-30,4,·,-4.4,22,4,9,22,-1
COc1ccccc1Nc1nc(N)nc(CN2CCc3ccccc3C2)n1,·,-48,2,·,-4.1,77,9,5,83,-30
CC(=O)Nc1ccc(S(=O)(=O)NCCc2ccc(F)cc2)cc1,-12,-19,3,·,-0.3,94,4,13,104,·
O=C(N/N=C\c1ccc(O)c([N+](=O)[O-])c1)c1ccccc1-n1cccc1,-5,-15,0,-1,-2.5,99,20,-12,96,·
CC1Cc2ccccc2N1C(=O)CSc1nc(-c2ccco2)cc(C(F)(F)F)n1 (stereo unspecified),-2,-68,5,0,-1.5,88,15,-3,93,·
C=CCN1C(=O)C(CC(=O)Nc2ccccc2)SC1=Nc1ccc(S(N)(=O)=O)cc1 (stereo unspecified),-26,-29,2,·,-0.7,104,22,1,107,·
COc1ccc(C(=O)OC2CCN(c3ncc(C(F)(F)F)cc3Cl)CC2)cc1,-14,-40,2,-1,2.4,3.4*,2,-5,57,-8
CCOC(=O)c1sc(N(Cc2ccccc2)C(=O)CSc2nnc(C3CC3)n2N)nc1C,-14,-14,2,0,3.6,104,23,-1,105,-64
CC(C)C(NC(=O)/C=C/c1ccc(F)cc1)C(C)C,-11,-31,0,·,0.6,100,8,-3,103,·
C=CCn1c(=O)/c(=C/c2ccc(O)cc2)s/c1=C(/C#N)c1nnc2n1CCCCC2,-6,-33,3,0,-2.1,90,1,-5,89,-28
NCCNCCNCCN,4,-5,2,·,-0.3,96,2,-6,103,·
CCCCOc1ccccc1N,-10,9,0,-3,-0.4,98,3,2,89,13

# One compound at a time, from the list above:
# `CC(=O)Nc1ccc(S(=O)(=O)NCCc2ccc(F)cc2)cc1` across the screens: Yeast lifespan up: -12; BB579 growth dn: -19; NPY-Y2 antag: 3; Phagocyt inh: ·; MRP-1 activ: -0.3; bCat KO growth: 94; Measles CPE: 4; GALR2 antag: 13; PTEN del growth: 104; E-sel TNF inh: ·
# `CCOC(=O)c1c(C)nc2c(c1-c1ccc(OC)c(OC)c1)C(=O)c1ccccc1-2` across the screens: Yeast lifespan up: 1; BB579 growth dn: -24; NPY-Y2 antag: 0; Phagocyt inh: -1; MRP-1 activ: -3.5; bCat KO growth: 91; Measles CPE: 11; GALR2 antag: 15; PTEN del growth: 93; E-sel TNF inh: ·
# `CCN(C(=O)COC(=O)c1ccc(OCc2c(C)noc2C)cc1)c1ccccc1` across the screens: Yeast lifespan up: 4; BB579 growth dn: -29; NPY-Y2 antag: 0; Phagocyt inh: 1; MRP-1 activ: 0.0; bCat KO growth: 97; Measles CPE: 4; GALR2 antag: 8; PTEN del growth: 96; E-sel TNF inh: 6

# Some entries already given, reduced to Measles CPE:
mol | Measles CPE
CC1Cc2ccccc2N1C(=O)CSc1nc(-c2ccco2)cc(C(F)(F)F)n1 (stereo unspecified) | 15
COc1ccccc1Nc1nc(N)nc(CN2CCc3ccccc3C2)n1 | 9
CN1Cc2cc(C(=O)c3cc(Cl)cc(CSc4ncccn4)c3O)cnc2NC1=O | 4

# Continued:
SMILES,Yeast lifespan up,BB579 growth dn,NPY-Y2 antag,Phagocyt inh,MRP-1 activ,bCat KO growth,Measles CPE,GALR2 antag,PTEN del growth,E-sel TNF inh
O=C(CCCNS(=O)(=O)c1cccc2nsnc12)NCCc1ccccc1,-3,-42,5,·,-1.0,93,7,-2,89,·
COC(=O)c1oc2ccccc2c1N,-17,-61,1,-1,-0.2,94,6,2,92,2
Cc1ccc(-c2csc(NC(=O)C3CC=CCC3C(=O)O)c2C(=O)OC(C)C)cc1 (stereo unspecified),0,-13,4,6,-2.0,105,4,1,94,-44
CSc1ccc(CNc2ccc(Cl)cc2)cc1,-4,-4,0,2,-1.1,100,25,5,92,24
CC(NC(=O)COc1ccccc1)C(=O)NC1=NCCS1 (stereo unspecified),-9,38,1,0,-0.7,100,14,-1,106,1
CCOC(=O)c1sc2nc(N3CCOCC3)c3c(c2c1N)CCCC3,-15,-47,1,·,-0.3,69,42,-1,73,·
CCN(CC)S(=O)(=O)c1ccc2nc(SC)sc2c1,5,-15,1,·,-3.4,89,19,-5,90,18
